# Compound activity (PubChem)
# D2 ag = agonists of human D2 dopamine receptor | P14416 | HEK293 T-REx D2 cells, calcium flux agonist mode | activation, % at 2 µM | actives 0.53% (n = 340,000);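 active = activation over 3 SD above normal in the single-dose calcium agonist read, cut at about 30% in these data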; also: 0% is about no effect
#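 Agonism is scored from calcium flux in a force-coupled, inducible HEK293 cell line expressing D2, read kinetically for 180 s after compound addition against dopamine controls.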
# D1 antagonist = human D1 dopamine receptor antagonism. P21728. HEK293 TREx D1 cells, calcium flux, dopamine EC80; active compounds read low. activity change, negative = inhibition, % at 10 µM. actives 3.2% (n = 360,000). AID 504652; in the data active = activity change below about -30%; also: % is scaled to controls: 0 for no effect and ±100 for the full control effect
# Target sequence (P21728 whole entry, looked up): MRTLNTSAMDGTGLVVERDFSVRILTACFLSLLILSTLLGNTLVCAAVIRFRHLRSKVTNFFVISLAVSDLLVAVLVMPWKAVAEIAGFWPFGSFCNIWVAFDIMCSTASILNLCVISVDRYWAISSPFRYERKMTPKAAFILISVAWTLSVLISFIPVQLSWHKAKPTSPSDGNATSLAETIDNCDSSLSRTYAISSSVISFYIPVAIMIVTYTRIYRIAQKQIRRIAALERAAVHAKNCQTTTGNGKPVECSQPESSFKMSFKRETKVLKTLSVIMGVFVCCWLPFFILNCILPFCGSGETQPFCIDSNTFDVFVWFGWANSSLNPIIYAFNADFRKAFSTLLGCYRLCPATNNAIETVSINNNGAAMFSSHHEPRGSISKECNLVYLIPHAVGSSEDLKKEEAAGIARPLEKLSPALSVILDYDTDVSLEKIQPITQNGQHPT
#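 Tetracycline-induced HEK293 T-REx cells with force-coupled D1 receptor were loaded with a no-wash calcium dye. Compound was added after a 10 s baseline and read kinetically for 180 s; EC80 dopamine was then added and calcium flux followed another 180 s.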
# D2 PAM = positively modulates the human D2 dopamine receptor allosterically; P14416; HEK293 T-REx D2, calcium flux, EC20 dopamine potentiation; potentiation, % at 10 µM; actives 0.34% (n = 340,000);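 active = potentiation over 3 SD above the plate norm, cut at about 30% in these data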; also: 0% is about no effect
#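 Cells plated with tetracycline inducer and held overnight at 30 C; calcium dye loaded 30–90 min at room temperature; baseline taken, compound added and read 180 s; EC20 dopamine then added and read 180 s.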
# TRHR enhancer = TRH receptor (human) allosteric enhancement; enhancement, % at 2 µM; P34981; TRHR cells, fluo-8 calcium fluorescence, EC20 TRH enhancement; AID 493056; actives 0.66% (n = 360,000); in the data active = enhancement above about 30%; also: 0% is about no effect
# Target sequence (P34981 whole entry, looked up): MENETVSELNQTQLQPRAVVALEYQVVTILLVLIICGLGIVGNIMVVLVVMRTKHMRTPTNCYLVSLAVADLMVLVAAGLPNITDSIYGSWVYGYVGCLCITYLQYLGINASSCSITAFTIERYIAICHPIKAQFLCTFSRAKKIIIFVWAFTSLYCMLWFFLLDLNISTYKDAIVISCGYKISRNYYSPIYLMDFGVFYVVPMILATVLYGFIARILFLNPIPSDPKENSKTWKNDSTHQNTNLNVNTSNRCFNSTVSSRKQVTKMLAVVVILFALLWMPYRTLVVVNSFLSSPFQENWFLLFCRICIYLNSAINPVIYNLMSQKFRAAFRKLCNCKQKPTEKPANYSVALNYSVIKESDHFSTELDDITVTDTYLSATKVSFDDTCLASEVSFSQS
#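 TRHR-expressing cells loaded with fluo-8 calcium dye were read kinetically (ex 480/em 530) during compound addition, then stimulated with an EC20 of TRH (10 nM final). Enhancement of the Gq-mediated intracellular calcium response was scored.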
# D1 ag = activates the human D1 dopamine receptor | activation, % at 2 µM | HEK293 T-REx D1 cells, calcium flux, agonist mode | P21728 | actives 1% (n = 360,000) | AID 504660; also: 0% is about no effect
#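 Inducible HEK293 T-REx D1 cells, force-coupled to calcium signalling, were plated at 4000 cells/well with tetracycline and held overnight at 30 C. After no-wash calcium dye loading, compound-evoked calcium rise over 180 s flagged agonists.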
# D2 antag = antagonizes the human D2 dopamine receptor; HEK293 TREx D2 cells, calcium flux, dopamine EC80; P14416; inhibition, % at 10 µM; actives 2% (n = 340,000); AID 485344; in the data active = inhibition above about 30%; also: 0% is about no effect
#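 Measurement of antagonist activity uses fluorescent calcium dye in inducible HEK293 T-REx D2 cells: 10 s baseline, compound addition with 180 s read, EC80 dopamine addition with a further 180 s read.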
# RXFP1 antag = RXFP1 (human) relaxin receptor antagonism; Q9HBX9; HEK293-RXFP1, relaxin-stimulated cAMP HTRF, 30 min; active compounds read low; activity change, negative = inhibition, % at 57.5 µM; actives 0.59% (n = 350,000); AID 1259400;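 active = activity change of -60% or lower, but not beyond a set lower limit; inconclusive = change between -60% and -40%, or beyond the set limit; inactive = change above -40%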; also: % is scaled to controls: 0 for no effect and ±100 for the full control effect
# D1 PAM = potentiators of human D1 dopamine receptor | HEK293 TREx D1 cells, calcium flux, dopamine EC20 potentiation | actives 0.036% (n = 360,000) | potentiation, % at 10 µM | P21728; in the data active = potentiation above about 30%; also: 0% is about no effect
# TRHR ag = activates the human TRH receptor; TRHR cells, calcium flux fluo-8, FDSS agonist mode; AID 493084; actives 0.18% (n = 360,000); P34981; activation, % at 2 µM; also: 0% is about no effect
#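 Agonist-mode FDSS calcium read (Ex 480/Em 530, 1 s cycles) in 1536-well TRHR cells with fluo-8 dye, after 10-cycle baseline and 23 nL compound addition; TRH at EC20 (10 nM final) added afterwards for the enhancer phase.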
# * marks the source's active call; other numbers are inactive results; ? = inconclusive; . = not tested or not shown; & = joins results of further samples. Rule as the data show it, unless noted: active = activation above about 30%; inactive = the rest.
# Results follow in this order: D2 ag | D1 antagonist | D2 PAM | TRHR enhancer | D1 ag | D2 antag | RXFP1 antag | D1 PAM | TRHR ag
1) Cc1cc(C)cc(NC(=O)CN(c2cccc(C)c2C)S(=O)(=O)c2ccccc2)c1
  -1.5 | 5 | -10 | -2 | 3 | . | . | -1 | -0.3
2) Cc1ccc(/C=C2\SC(=O)N(CCC(=O)N3CCN(C)CC3)C2=O)cc1
  -0.1 | -4 | -3 | -2 | 7 | -17 | -23 | -12 | 0.7
3) O=C(NCCCCCNC(=O)c1cccnc1)c1cccnc1
  -0.9 | 4 | 23 | 2 | 1 | -9 | 2 | -3 | 0.9
4) COc1cccc(Nc2nnc(SCC(=O)N3CC(C)OC(C)C3)s2)c1 (stereo not drawn)
  0.9 | 1 | -1 | 4 | 0 | 11 | -5 | 5 | -0.8
5) CC(C)(C)OC(=O)N[C@@H](Cc1c[nH]c2ccccc12)c1nnc(SCC(N)=O)o1
  -0.1 | -1 | -2 | -1 | 1 | 19 | -2 | 2 | -0.1
6) C[C@@H](C(=O)N1CCN(Cc2ccc3c(c2)OCO3)CC1)n1nnc2ccccc2c1=O
  0.6 | -7 | 13 | -1 | 0 | 24 | 6 | -4 | 0.0
7) CN(C)/C=C1/OC(=O)C(C#N)=C1c1ccc(Cl)cc1
  0.6 | -2 | 10 | -2 | 6 | 0 | 9 | -3 | 0.0
8) CN1CCN(CCCNC(=O)c2cn(C)c3ccc(S(=O)(=O)N(C)C)cc3c2=O)CC1
  0.7 | -6 | 8 | -4 | 4 | -12 | . | -4 | 0.2
9) CCCn1nnc(NC(=O)COc2cc(C)ccc2C(C)C)n1
  -0.7 | -13 | -12 | -11 | 7 | -8 | -1 | -6 | -1.3
10) Cc1cc(C)c2nc(N3CCC(C(=O)NCC4CCCO4)CC3)sc2c1 (stereo not drawn)
  0.2 | 5 | -1 | 5 | 1 | -1 | -19 | 1 | -1.2
11) Cc1ccc(NC(=O)COC(=O)/C=C/c2ccc(Br)o2)cc1S(=O)(=O)N(C)C
  -0.3 | 6 | 9 | 0 | 3 | 18 | -4 | -3 | 0.3
12) Cc1c(NC(=S)Nc2ccccc2)c(=O)n(-c2ccccc2)n1C
  0.3 | 0 | 11 | -2 | 0 | -10 | -1 | -5 | 1.1
13) CCOCCn1c(COc2ccccc2)nc2ccccc21
  -0.5 | -18 | 21 | -3 | 0 | 7 | 4 | -8 | -1.9
14) Cc1cc(OCC(=O)O)c2cccc(C)c2n1
  0.5 | 2 | 6 | 5 | 4 | -9 | 0 | -2 | 0.4
15) COc1cccc(OC)c1NC(=O)C1CCCN1C(=O)Nc1ccccc1F (stereo not drawn)
  -4.1 | 9 | 10 | -5 | 5 | -5 | 14 | -7 | -0.8
16) O=C(CCCN1C(=O)/C(=C/c2cccs2)SC1=S)NNC(=O)c1ccc(F)cc1
  -1.1 | -20 | -20 | 0 | 0 | -11 | 0 | -6 | -0.7
17) O=C(COC(=O)c1ccc2c(c1)OCCO2)NC1CCCCC1
  -1.5 | -2 | 8 | -5 | 4 | 21 | 4 | -4 | 0.3
18) COc1ccccc1NC(=O)C1=C(C)Nc2nc3ccccc3n2C1c1cccc(Br)c1 (stereo not drawn)
  -0.4 | -2 | -1 | -3 | 0 | . | . | 0 | -0.2
19) COc1ccc(C(=O)COC(=O)CCCC(=O)Nc2ccc(C(C)=O)cc2)cc1
  -0.3 | -28 | 7 | -5 | 16 | . | . | -3 | -0.2
20) Cc1ccc(C(C)C)cc1S(=O)(=O)NCc1cccnc1
  -0.5 | -11 | 10 | -1 | 5 | 3 | 5 | -7 | -1.3
21) O=C(Cc1csc2nc(-c3ccccc3)cn12)NCc1ccc(F)cc1
  0.8 | -22 | 9 | -10 | 5 | . | 6 | -1 | -0.3
22) COc1ccc(NC(=O)CSc2nn3c(=O)c(C)nnc3s2)cc1
  0.0 | -14 | -4 | 1 | 6 | -9 | 3 | 2 | 0.3
23) COc1ccccc1Cn1c(CO)nc2ccccc21
  0.0 | 9 | -9 | 5 | 2 | -1 | 20 | 2 | 0.0
24) Cc1ccc(NC(=O)C2CC2c2ccccc2)c([N+](=O)[O-])c1 (stereo not drawn)
  -0.2 | 19 | 1 | 0 | -3 | -5 | -2 | -8 | -0.7
25) COc1ccc(N(C)C(=O)c2cc3c(Cl)nc4ccccc4c3s2)cc1
  -0.5 | -10 | 6 | 6 | 4 | -6 | -15 | 0 | 0.7
26) COc1cccc2sc(NC(=O)c3ccc(S(=O)(=O)N4CCOCC4)cc3)nc12
  -0.5 | -11 | 7 | -2 | 1 | 0 | -7 | -3 | 0.4
27) COC(=O)c1cc(S(=O)(=O)Nc2cc(OC)cc(OC)c2)cn1C
  0.4 | -1 | -1 | 7 | 2 | 3 | . | -4 | -0.9
28) c1ccc2c(c1)ncn2CCCOc1ccc2c(c1)CCC2
  -1.0 | -13 | -4 | 5 | 1 | -5 | 12 | -4 | -0.6
29) CC(C)c1c(C(=O)N/N=C/c2ccncc2)nnn1-c1nonc1N
  0.9 | -4 | -5 | -3 | 4 | 9 | 6 | -6 | 1.8
30) CC1S/C(=N/N=C/c2cccc([N+](=O)[O-])c2)NC1=O (stereo not drawn)
  -1.3 | -15 | -8 | 10 | 2 | -18 | -2 | 0 | 0.4
31) CCN1CCN(c2oc(COc3ccc(-c4ccccc4)cc3)nc2C#N)CC1
  -0.9 | -8 | -7 | 10 | 19 | -15 | -3 | -2 | 2.3
32) Nc1ncnc(Nc2c(F)cccc2F)n1
  0.3 | -3 | 2 | 4 | 2 | 2 | -2 | -2 | 0.2
33) Cc1cc(Oc2ccc(N)cn2)cc(C)c1Cl
  . | -2 | . | 7 | 1 | . | 8 | 6 | -0.5
34) CCCCCCOC(=O)NCC(O)c1ccccc1 (stereo not drawn)
  0.1 | 0 | 13 | 5 | 0 | 5 | -16 | -5 | -0.9
35) Cc1cc(Cl)cc(Cl)c1OCC(=O)NCc1ccco1
  -1.3 | 16 | -1 | 5 | 2 | 1 | 0 | -5 | -0.3
36) CC(C)(CO)NC(=O)C12CC3CC(CC(Br)(C3)C1)C2
  1.2 | 5 | 9 | 2 | 2 | 10 | -15 | 0 | 0.2
37) Cc1cc(-n2c(C)cc(C(=O)CSc3nnnn3-c3ccccc3)c2C)no1
  -1.3 | -25 | -4 | 11 | 7 | -2 | 6 | -7 | -0.3
38) CC(=O)N(C(C)=O)c1c(N2CCCC2)c2ccccc2oc1=O
  0.5 | 4 | -3 | -2 | 4 | 1 | ? | -4 | 0.5
39) Cc1csc(SCc2nc3scc(-c4ccccc4)c3c(=O)[nH]2)n1
  . | 22 | -5 | 0 | 4 | . | -24 | 2 | 0.6
40) O=C(COC(=O)CCOc1ccccc1)Nc1ccc(Cl)cn1
  0.0 | -15 | -8 | -2 | 0 | -20 | 3 | -4 | -0.8
41) Cc1nc2c(C(=O)N3CCN(c4ccccn4)CC3)cnn2c(C)c1Cc1cccc(Cl)c1
  0.3 | -10 | -2 | -16 | 1 | -7 | 9 | -6 | 0.0
42) CC(=O)N(c1ccc(C)cc1)C1C=CS(=O)(=O)C1 (stereo not drawn)
  0.8 | 1 | 10 | 1 | 3 | -3 | . | 1 | 0.8
43) O=C(O)CC1S/C(=N\N=C2\C(=O)Nc3ccccc32)N(c2ccc(O)cc2)C1=O (stereo not drawn)
  0.0 | -20 | -3 | -4 | 1 | 1 | 5 | -4 | -0.2
44) N/C(=N\OC(=O)CCC1CCCC1)c1ccncc1
  -0.2 | -3 | 9 | -6 | 4 | 2 | -9 | 7 | -0.4
45) CCn1c(SCC(=O)c2ccc3c(c2)Cc2ccccc2-3)nnc1-c1ccc(N)cc1
  0.0 | -3 | 30 | 5 | 1 | 1 | -6 | -10 | -0.4
46) CN(C(=O)COC(=O)Cn1c(C(F)(F)F)nc2ccccc21)c1c(N)n(Cc2ccccc2)c(=O)[nH]c1=O
  0.2 | -13 | 7 | 0 | 1 | -15 | 0 | 7 | 0.4
47) COc1ccc(NS(=O)(=O)c2ccc(NC(=S)NC(=O)c3ccc(F)cc3)cc2)nn1
  -0.2 | 0 | 1 | 11 | 1 | 1 | -4 | -2 | 0.8
48) Cc1ccccc1NC(=S)NC(C)CCc1ccccc1 (stereo not drawn)
  -0.8 | -7 | -5 | -1 | 2 | 9 | 11 | 5 | -0.7
49) CC(C)(C)c1ccc(OCC(=O)NNC(=O)CCc2ccccc2)cc1
  . | 8 | . | 11 | 1 | . | -26 | 4 | 0.4
50) COc1ccc(N2CCN(C(=O)CSc3nnc4c(C)cc5cc(C)ccc5n34)CC2)cc1
  -0.6 | -5 | 12 | 4 | 2 | 2 | 5 | 6 | -0.8
51) NCCCC[C@@H](C(=O)NCCCCCCCCCCC(=O)N1CCNCC1)n1cc(CCCC(=O)O)nn1
  0.5 | 1 | 6 | -9 | 0 | -2 | . | -4 | 0.2
52) CCCc1ccc(C(=O)O/N=C(\N)c2ccccn2)cc1
  -1.1 | -5 | 13 | 27 | 1 | -8 | -16 | 3 | 0.0
53) Cc1cc(OC(=O)c2ccc(C(C)(C)C)cc2)c([N+](=O)[O-])c(=O)[nH]1
  0.2 | 0 | 3 | 17 | 1 | 7 | -7 | 1 | 0.0
54) COc1ccc(S(=O)(=O)N2CCN(C(=O)c3ccc(=O)[nH]n3)CC2)cc1OC
  0.4 | -1 | 2 | 0 | 6 | -5 | -6 | -3 | 0.2
55) COC(=O)N/N=C1\CCCc2ccccc21
  0.8 | 4 | -1 | 10 | 1 | 0 | 0 | 0 | 0.4
56) CCN(c1cccc(C)c1)S(=O)(=O)c1ccc2c(c1)NC(=O)CCS2
  -0.5&-2.0 | 4&-2 | 4&0 | 6&-3 | 0&1 | 7 | 1 | -1&1 | -0.7&-1.0
57) CCn1c(=O)cc(OCC(=O)NCCCN2CCCC2=O)c2ccccc21
  -0.5 | 19 | -1 | 2 | 1 | 2 | 21 | 0 | 0.2

# Single records, as listed above. Values in the order: D2 ag, D1 antagonist, D2 PAM, TRHR enhancer, D1 ag, D2 antag, RXFP1 antag, D1 PAM, TRHR ag
# Listed for Cc1ccccc1NC(=S)NC(C)CCc1ccccc1 (stereo not drawn) = -0.8, -7, -5, -1, 2, 9, 11, 5, -0.7
# Listed for Cc1csc(SCc2nc3scc(-c4ccccc4)c3c(=O)[nH]2)n1 = ., 22, -5, 0, 4, ., -24, 2, 0.6
# Listed for Cc1cc(Cl)cc(Cl)c1OCC(=O)NCc1ccco1 = -1.3, 16, -1, 5, 2, 1, 0, -5, -0.3
# Listed for COc1ccc(NS(=O)(=O)c2ccc(NC(=S)NC(=O)c3ccc(F)cc3)cc2)nn1 = -0.2, 0, 1, 11, 1, 1, -4, -2, 0.8

# Reformatted with one line to a screen: entries from further up.
(42) CC(=O)N(c1ccc(C)cc1)C1C=CS(=O)(=O)C1 (stereo not drawn)
(43) O=C(O)CC1S/C(=N\N=C2\C(=O)Nc3ccccc32)N(c2ccc(O)cc2)C1=O (stereo not drawn)
(44) N/C(=N\OC(=O)CCC1CCCC1)c1ccncc1

Assay by compound | 42 | 43 | 44
D2 ag | 0.8 | 0.0 | -0.2
D1 antagonist | 1 | -20 | -3
D2 PAM | 10 | -3 | 9
TRHR enhancer | 1 | -4 | -6
D1 ag | 3 | 1 | 4
D2 antag | -3 | 1 | 2
RXFP1 antag | . | 5 | -9
D1 PAM | 1 | -4 | 7
TRHR ag | 0.8 | -0.2 | -0.4
